Bioassay records: PubChem, Broad Institute
S100A4 MyoIIA: blocks human S100A4 binding to myosin IIA peptide; S100A4/TAMRA-MyoIIA peptide fluorescence polarization; inhibition, % at 10.7 µM; 360,000 compounds, 0.14% hits;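 active = mean inhibition of at least 70% across replicates, with every replicate also reaching that level; inconclusive = mean inhibition reaches 70% but some replicates fall short; inactive = mean inhibition below 70%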
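Compound dosing: one dose per compound; test system: human S100A4 monomer with TAMRA-labelled myosin IIA peptide; probe or stimulus: TAMRA-labelled myosin IIA heavy-chain peptide probe, 5 nM; medium: HEPES buffer with Ca2+, pH 7.2; schedule: 5 min incubation before reading; benchmarks: neutral control DMSO, positive control TFP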
E-sel inducer: induces E-selectin expression in human endothelial cells; 260,000 compounds, 0.37% hits; activation, % at 7.58 µM; P16581; AID 686992; HUVEC E-selectin immunofluorescence imaging; normalized: neutral wells 0, TNF-alpha wells 100;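 active = mean E-selectin-positive cell signal at least 10% of the positive control, reached in at least 60% of replicates, without over 20% cell loss; inconclusive = no rule given, readout overlaps actives, possibly toxicity-flagged; inactive = the rest, including those meeting only one limit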;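 note: in these data hits start at about 27%; measured in HUVEC primary endothelial cells; signal is the percent of cells scored E-selectin positive by PE staining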
Target sequence (P16581 whole entry, looked up): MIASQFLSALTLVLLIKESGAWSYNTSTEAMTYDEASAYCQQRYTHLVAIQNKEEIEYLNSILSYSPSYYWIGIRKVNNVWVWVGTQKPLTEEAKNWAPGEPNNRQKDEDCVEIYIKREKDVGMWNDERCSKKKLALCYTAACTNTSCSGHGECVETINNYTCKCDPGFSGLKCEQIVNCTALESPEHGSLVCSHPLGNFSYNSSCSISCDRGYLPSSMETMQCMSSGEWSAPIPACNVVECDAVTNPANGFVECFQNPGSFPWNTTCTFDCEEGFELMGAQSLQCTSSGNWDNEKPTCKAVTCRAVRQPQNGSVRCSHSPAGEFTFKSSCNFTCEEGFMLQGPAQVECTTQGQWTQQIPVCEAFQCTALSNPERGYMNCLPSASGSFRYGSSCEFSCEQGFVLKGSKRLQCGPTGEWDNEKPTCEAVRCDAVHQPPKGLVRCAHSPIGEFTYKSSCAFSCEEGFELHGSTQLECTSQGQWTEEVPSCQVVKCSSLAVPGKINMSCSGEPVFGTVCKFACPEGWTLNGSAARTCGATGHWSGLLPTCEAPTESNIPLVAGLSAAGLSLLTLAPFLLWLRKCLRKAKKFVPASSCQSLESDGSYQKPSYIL
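Read-out basis: % PE-positive cells; Test system: HUVEC primary endothelial cells; Technique: immunofluorescence imaging; Dosing: single-point compound dose.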
SIRT5 inh: sirtuin-5 (human) deacylase inhibition; Q9NXA8; Purified SirT5, succinyl-peptide AMC, trypsin-coupled fluorescence; inhibition, % at 15 µM; 330,000 compounds, 1.1% hits; in the data active = inhibition above about 15%; inconclusive = no clear call, values can overlap the other calls
DENV2 CPE rescue: inhibitors of DENV2 cytopathic effect | AID 651640 | CPE inhibition, % at 9.99 µM | DENV2-infected cells, cytopathic effect rescue, plate reader | 350,000 compounds, 1.7% hits; in the data active = CPE inhibition above about 20%, passing the limit was not always enough; inconclusive = no clear call, values can overlap the other calls; tested in BHK-21 cells;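 note: 0% = median of neutral control wells and 100% = median of positive control wells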
PglD DTNB: inhibitors of Campylobacter jejuni PglD acetyltransferase | inhibition, % at 12.5 µM | purified PglD enzyme, DTNB colorimetric CoA detection | 360,000 compounds, 0.098% hits; in the data active = inhibition above about 16%, passing the limit was not always enough; inconclusive = no clear call, values can overlap the other calls; note: strong numbers were not always called active
C2C12 statin: suppressors of simvastatin-induced myotoxicity in C2C12 myotubes | ATP luminescence, 48 h; scaled: DMSO 0, geranylgeraniol control 100 | rescue of ATP level, % at 7.49 µM | 330,000 compounds, 0.78% hits | AID 602340;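 active = mean ATP rescue above about 67%, or every replicate alone reaching that limit, limit read from the data, passing the limit was not always enough; inconclusive = no clear call, values can overlap the other calls; inactive = mean under the limit and some replicate under it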;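 note: myotubes were challenged with 10 µM simvastatin during compound exposure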
ERp5 inh: blocks human ERp5 reductase activity on insulin; Q15084; ERp5 insulin aggregation, absorbance 650 nm, 90 min; inhibition, % at 9.99 µM; 350,000 compounds, 0.05% hits; AID 651711;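 active = mean replicate inhibition above about 25%, with every replicate also reaching it, limit read from the data, passing the limit was not always enough; inconclusive = only one of those two criteria met; inactive = neither criterion met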
Target sequence (Q15084 whole entry, looked up): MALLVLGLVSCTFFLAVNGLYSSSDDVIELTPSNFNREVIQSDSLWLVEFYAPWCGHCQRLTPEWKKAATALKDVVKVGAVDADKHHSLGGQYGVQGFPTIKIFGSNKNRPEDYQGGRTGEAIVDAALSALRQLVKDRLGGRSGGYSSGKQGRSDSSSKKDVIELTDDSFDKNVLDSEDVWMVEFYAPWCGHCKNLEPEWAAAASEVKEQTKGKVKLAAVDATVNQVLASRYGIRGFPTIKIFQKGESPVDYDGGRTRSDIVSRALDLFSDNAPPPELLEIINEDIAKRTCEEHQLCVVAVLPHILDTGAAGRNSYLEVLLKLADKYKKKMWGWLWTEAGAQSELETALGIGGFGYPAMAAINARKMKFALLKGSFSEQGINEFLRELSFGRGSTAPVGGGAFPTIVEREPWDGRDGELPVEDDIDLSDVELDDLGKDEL
The depositor's hits bear a star; u = inconclusive; x = no result given. A portion of the library. The share of hits here may be higher or lower than overall.

Results follow in this order: S100A4 MyoIIA, DENV2 CPE rescue, PglD DTNB, C2C12 statin, ERp5 inh, SIRT5 inh, E-sel inducer
1: Cc1ccc(-n2nc3c(c2NC(=O)c2ccc4c(c2)OCO4)CS(=O)(=O)C3)cc1
 : -4, 1, -2, 13, 5, 0, x
2: Cc1cccc(C)c1Nc1c(-c2ccc(N3CCOCC3)cc2)nc2ncccn12
 : -20, 8, 9, 6, -3, 2, -0.5
3: CCOc1ccc(C(=O)NCC(=O)NCC(c2ccc(OC)cc2)N2CCOCC2)cc1OCC (stereo not given)
 : -4, -3, x, 12, 2, 0, -1.8
4: O=C(NCC[C@H]1CC[C@@H](NC(=O)C2CCC2)[C@@H](CO)O1)c1ccc(F)cc1
 : -5, -2, 1, -1, 1, 1, -0.1
5: NC(=O)c1nnn(-c2ccc([N+](=O)[O-])cc2)c1-c1ccccc1
 : 0, -2, x, 7, -2, 1, 2.9
6: COc1ccc(-c2noc(CCC(=O)N3CCN(c4ccc(Br)cc4)CC3)n2)cc1
 : -3, -7, -3, -2, 1, -4, -0.1
7: N#Cc1cccc(NC(=O)CN2C(=O)NC3(CCCCCC3)C2=O)c1
 : -18, u, -8, 1, 2, 0, -1.6
8: C[C@@H]1CN([C@H](C)CO)C(=O)c2cc(NC(=O)C3CCCCC3)ccc2O[C@H]1CN(C)S(=O)(=O)c1ccc(F)cc1
 : -7, -1, 0, -10, -2, 3, -1.7
9: CO[C@@H]1CN(C)C(=O)c2cc(NC(C)=O)ccc2OC[C@H](C)N(CC2CCCCC2)C[C@@H]1C
 : x, x, 6, -14, x, x, 0.1
10: CC(C)(C)C1(O)CC(C(F)(F)F)=NN1C(=O)CCCc1ccccc1 (stereo not given)
 : 0, 1, x, x, 3, 0, x
11: O=C(CN1CCN(c2ccccc2O)CC1)Nc1ccccc1C(=O)NCCc1ccccc1
 : -5, 1, x, -32, -5, 1, x
12: COc1cccc(-c2nc(CS(=O)(=O)CC(=O)Nc3ccccc3Br)c(C)o2)c1
 : 5, 6, 7, -5, 11, -7, -0.3
13: COc1ccc(Oc2ccc(N/C=C3/CCCC3=O)cc2)cc1
 : 22, 1, -1, 8, -4, -2, -0.6
14: CO[C@@H]1CN(C)C(=O)c2ccc(NC(=O)c3ccc(F)cc3)cc2OC[C@@H](C)N(C)C[C@@H]1C
 : -36, 17, 2, -15, -4, -1, 0.2
15: CC(=O)NCCn1c(SCC(=O)Nc2ccc(C)cc2)nc2ccccc2c1=O
 : 0, -4, x, 30, -4, -1, 10
16: O=C(O)c1ccc(S(=O)(=O)c2ccccc2)s1
 : 2, -1, 0, -2, -7, x, 0.0
17: C[C@@H]1CN([C@@H](C)CO)C(=O)c2cc(C#C[C@@H](C)O)cnc2O[C@H]1CN(C)C(=O)CN1CCOCC1
 : 4, -6, -1, -19, -3, -4, x
18: Cc1ccc(-n2c(=O)c3c(c4cc(C)ccc4n3C)n(CC(=O)NCC3CCCO3)c2=O)cc1 (stereo not given)
 : -16, 6, 0, -15, 2, x, x
19: C[C@@H]1CN([C@@H](C)CO)C(=O)c2cc(Br)cnc2O[C@H]1CN(C)C(=O)c1cccnc1
 : 4, -6, 0, x, -4, -4, -0.3
20: Cc1ccccc1-c1ccc([C@H]2[C@H]3CN(C(=O)Nc4ccc(F)cc4)CC(=O)N3[C@H]2CO)cc1
 : -9, -6, x, x, 4, 0, 0.3
21: Cc1noc(C)c1NC(=O)N(C)C[C@H]1OCCCC[C@H](C)Oc2ccc(NS(=O)(=O)c3ccccc3)cc2C(=O)N([C@@H](C)CO)C[C@H]1C
 : 12, 7, 5, x, 3, -1, -0.1
22: Cc1ccc(OCCOC(=O)C2CCN(S(=O)(=O)c3ccc(C)c(C)c3)CC2)cc1
 : -3, 8, 1, 12, -6, -4, x
23: N#CC(=C1C=CC(=NO)C(Cl)=C1)c1ccccc1
 : -1, -9, x, x, 2, x, -0.3
24: CC(C)(C)NC(=O)CSc1nc(O)cc(=O)n1-c1ccccc1
 : 0, -1, -1, 39, -4, 0, x
25: O=C(Nc1cc(S(=O)(=O)N2CCOCC2)ccc1Cl)c1ccc(=O)[nH]c1
 : -1, -3, 2, 11, 1, -1, -1.0
26: CCc1ccc(NC(=O)c2cc(C)nn2-c2ccccc2)cc1
 : -6, -3, -3, 2, -8, 9, 6.7
27: O=C(Nc1ccc(Cl)c(Cl)c1)N[C@@H]1CC[C@H](CCn2cc(C3CC3)nn2)O[C@@H]1CO
 : 2, -2, -1, 8, 10, -6, 0.0
28: O=C(COC(=O)c1cccc(C(F)(F)F)c1)NCc1ccc(Cl)cc1
 : -2, -7, 0, 11, 10, 1, -1.3
29: NCCOc1ccccc1OCCN
 : -2, 2, 1, 2, 1, -3, 7.4
30: Cc1ccc(N2C(=O)c3ccccc3NC2(C(=O)O)c2ccccc2)cc1Cl (stereo not given)
 : 16, -4, -2, -16, -1, -1, -0.1

The last three records of the part above open the next one.
Results follow in this order: S100A4 MyoIIA, DENV2 CPE rescue, PglD DTNB, C2C12 statin, ERp5 inh, SIRT5 inh, E-sel inducer
28: O=C(COC(=O)c1cccc(C(F)(F)F)c1)NCc1ccc(Cl)cc1
 : -2, -7, 0, 11, 10, 1, -1.3
29: NCCOc1ccccc1OCCN
 : -2, 2, 1, 2, 1, -3, 7.4
30: Cc1ccc(N2C(=O)c3ccccc3NC2(C(=O)O)c2ccccc2)cc1Cl (stereo not given)
 : 16, -4, -2, -16, -1, -1, -0.1
31: CC(=O)N1[C@@H]2Cn3c(ccc(-c4cccnc4)c3=O)[C@H]1[C@@H](C(=O)N1CCc3ccccc3C1)[C@@H]2CO
 : 6, 1, 0, 25, -3, -40, -0.2
32: O=C(COC(=O)CNS(=O)(=O)c1ccccc1)Nc1ncc(Cl)cc1Cl
 : -11, -5, -3, 3, 1, 0, -0.4
33: N#C[C@H]1[C@@H](c2ccc(-c3cccc(F)c3)cc2)[C@@H](CO)N1C(=O)NC1CCCC1
 : -11, -9, 6, 5, -4, 4, 0.7
34: C[C@H](CO)N1C[C@H](C)[C@H](CN(C)Cc2ccccc2)Oc2ccc(NC(=O)Cc3cn(C)c4ccccc34)cc2CC1=O
 : -2, 12, -1, 21, -6, 3, 0.3
35: CCCCN1CC(N2CCN(C)CC2)CS1(=O)=O (stereo not given)
 : 0, -5, 2, -6, -3, 9, 4.1
36: CCOC(=O)CN1CC23C=CC(O2)C(C(=O)Nc2ccc(OC)cc2OC)C3C1=O (stereo not given)
 : -2, -3, -3, 2, 2, x, -0.2
37: C[C@H](CO)N1C[C@H](C)[C@H](CN(C)Cc2ccc3c(c2)OCO3)Oc2ccc(NS(C)(=O)=O)cc2C1=O
 : 4, -3, 5, -5, 0, 0, 3.3
38: COc1ccc2[nH]c3c(=O)n(CCCCC(=O)N4CCCC4)c(=S)[nH]c3c2c1
 : -1, x, -4, -37, -5, -2, x
39: Cc1cc(C(=O)Nc2cccc3c2O[C@@H](CN(C)Cc2ccc(C(=O)O)cc2)[C@H](C)CN([C@H](C)CO)C3=O)n(C)n1
 : 0, 4, 2, -3, 4, -2, -3.1
40: COc1ccc(S(=O)(=O)NC(C)C)cc1-n1cnnn1
 : -3, -7, 2, -2, 0, -1, x
41: COc1ccc(OCc2cc(C(=O)N3CCSCC3)no2)c(Cl)c1
 : -3, -9, -1, x, 0, 2, -0.1
42: Cc1ccccc1NCc1nc2ccccc2n1C
 : -3, -7, -1, -6, 10, -2, 1.0
43: COc1ccc(NC(=S)NC(=O)c2ccccc2Cl)cc1
 : -3, -1, -2, -13, 1, -2, -0.2
44: Cc1nc(SCC(=O)NC(=O)NCc2ccco2)nc(C)c1C
 : -4, -2, x, x, -7, 1, x
45: CCOC(=O)C1(CC2CCCCO2)CCN(Cc2cc(F)ccc2-n2cccn2)CC1 (stereo not given)
 : 8, x, -2, -3, -12, 1, x
46: O=c1oc(-c2cccc([N+](=O)[O-])c2)nc2ccccc12
 : 2, -8, 1, -2, 3, 3, x
47: COC(C(=O)N/N=C/c1ccc(OCC(=O)N2CCOCC2)cc1)c1ccccc1 (stereo not given)
 : -3, -1, -3, -1, 4, -1, 0.1
48: S=C(NCCc1ccccc1)N1CCCCC1
 : 0, -1, x, x, -1, 0, x
49: O=C(O)C[C@@H]1C=C[C@@H](NC(=O)c2ccncc2)[C@H](CO)O1
 : 3, 3, -2, -5, -1, 0, -0.2
50: C[C@@H]1CCCCO[C@@H](CN(C)Cc2ccc(C(F)(F)F)cc2)[C@@H](C)CN([C@H](C)CO)C(=O)c2cc(NC(=O)c3ccncc3)ccc2O1
 : -15, 4, 0, 12, 2, 2, -0.1
51: CCN(CC(=O)Nc1ccc(NC(C)=O)cc1)C(=O)c1ccc(COc2ccccc2)o1
 : -1, -6, 2, -6, -4, 1, 1.7
52: CC1(C)Cc2c(sc(NC(=O)C(=O)NCC3CCCO3)c2C(=O)O)CO1 (stereo not given)
 : 2, u, 0, -16, 6, -2, x
53: CC(C)N(CCc1ccncc1)C(=O)Nc1ccc(Cl)c(Cl)c1
 : 0, 0, -2, x, 3, -2, 0.6
54: O=[N+]([O-])c1ccc(CN2CCN(c3ccccc3Cl)CC2)o1
 : 6, 5, 6, 7, -4, -4, x
55: Cc1sc(NC(=O)c2c(F)cccc2F)nc1-c1ccccc1
 : -2, -4, 6, -17, 5, -2, x
56: CCCN(CCc1ccccc1)C1CCc2c(O)cccc2C1 (stereo not given)
 : -2, u, 0, 8, -6, -2, 0.7
57: O=C(CN1C(=O)NC2(CCCCCC2)C1=O)Nc1ccc([N+](=O)[O-])cc1
 : 1, 9, -5, 2, 1, x, x
58: COc1ccc(S(=O)(=O)N(C)C[C@H]2Oc3ccc(N(C)C)cc3C(=O)N([C@H](C)CO)C[C@@H]2C)cc1
 : 2, 3, 1, -6, 2, 0, x
59: CCN(C(=O)CN1CCCCC1C)c1c(N)n(Cc2ccccc2)c(=O)[nH]c1=O (stereo not given)
 : -6, -2, -3, -8, 2, 5, x
60: CN1CCN(C2CN(Cc3cn(Cc4ccccc4)nn3)S(=O)(=O)C2)CC1 (stereo not given)
 : 1, u, x, x, 1, -3, -0.1
61: Cc1cc(C)nc(NC(=O)c2ccc(Br)s2)n1
 : -1, -4, -3, 0, 1, 1, -0.2
62: Cc1ccc(S(=O)(=O)N[C@H]2CC[C@H](CC(=O)NCCCN(C)C)O[C@@H]2CO)cc1
 : -2, -3, 1, -2, -3, -9, 2.1
63: O=C(c1ccc(-c2cccc(C(F)(F)F)c2)o1)N1CCCCCCC1
 : 2, 3, x, x, -2, -6, x
64: O=C(NCCN1CCCC1)[C@@H]1[C@@H](CO)[C@@H]2Cn3c(cccc3=O)[C@H]1N2C(=O)NC1CCCC1
 : -13, -2, x, x, 6, 1, 0.3
65: O=C(NCc1ccccc1C(F)(F)F)C12CN(Cc3ccccc3)CC1C(c1ccc([N+](=O)[O-])cc1)=NO2 (stereo not given)
 : -23, u, -2, -11, -1, x, -0.1
